NALP3 yeast inh: inhibitors of NALP3 inflammasome in yeast; AID 2825; actives 0.39% (n = 330,000); inhibition, % at 10 µM; Yeast reconstituted NLRP3/ASC/caspase-1, beta-gal luminescence, 24 h;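 active = inhibition of 50% or more; inactive = inhibition below 50%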;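 note: plate controls were induced DMSO wells for no effect and uninduced yeast grown without galactose for full effect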
SENP7 inh: blocks the human protease SENP7 | Q9BQF6 | recombinant SENP7, Z-RLRGG-aminoluciferin luminescence, 40 min | inhibition, % at 5 µM | actives 1.5% (n = 330,000) | AID 434973;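 active = inhibition above about 50% at the single test dose, limit read from the data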;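 note: plate controls were DMSO with enzyme for no effect and no enzyme buffer wells for full effect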
Target sequence (Q9BQF6 706-1050 limits assumed): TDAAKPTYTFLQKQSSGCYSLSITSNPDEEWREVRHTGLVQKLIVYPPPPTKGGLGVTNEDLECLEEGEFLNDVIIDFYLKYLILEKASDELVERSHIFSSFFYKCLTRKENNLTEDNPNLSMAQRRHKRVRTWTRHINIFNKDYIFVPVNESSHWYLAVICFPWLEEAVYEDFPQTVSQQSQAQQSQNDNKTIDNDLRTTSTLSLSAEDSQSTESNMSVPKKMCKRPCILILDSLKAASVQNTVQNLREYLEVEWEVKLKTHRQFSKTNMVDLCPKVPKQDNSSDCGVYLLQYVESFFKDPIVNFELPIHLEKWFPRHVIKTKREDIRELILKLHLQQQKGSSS
SENP8 block-1: blocks the human protease SENP8 | Q96LD8 | actives 1.2% (n = 330,000) | AID 2540 | inhibition, % at 10 µM | purified SENP8, Z-RLRGG-aminoluciferin cleavage, luminescence; in the data active = inhibition above about 50%
Target sequence (Q96LD8 whole entry, looked up): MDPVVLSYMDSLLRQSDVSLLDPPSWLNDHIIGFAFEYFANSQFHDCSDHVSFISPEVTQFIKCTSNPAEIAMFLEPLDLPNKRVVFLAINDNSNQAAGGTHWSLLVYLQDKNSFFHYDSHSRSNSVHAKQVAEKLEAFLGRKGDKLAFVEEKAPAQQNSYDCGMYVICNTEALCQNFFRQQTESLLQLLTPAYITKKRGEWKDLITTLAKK
HKDC1 inh: inhibitors of human hexokinase HKDC1 | Q2TB90 | inhibition, % at 20 µM | recombinant HKDC1, G6PDH/diaphorase resazurin coupled fluorescence | actives 0.16% (n = 340,000);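 active = inhibition above about 35% when tested at 20 µM, limit read from the data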;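 note: plate controls were DMSO wells with enzyme for no effect and DMSO wells lacking enzyme for full effect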
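Incubation: 90 min at room temperature in dark / Material: recombinant HKDC1 (HK5) hexokinase enzyme, produced in-house / Quantity: enzyme 5 µg/mL final / Compound: one dose of 20 µM, 1% DMSO / Reagent: glucose and ATP substrates / Buffer or medium: Tris pH 8.0 buffer with MgCl2, Tween-20, BSA, BME / Technique: resorufin fluorescence at 613 nm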
PfGluPho inh: PfG6PD (Plasmodium falciparum) enzyme inhibition. inhibition, % at 20 µM. actives 0.78% (n = 350,000). PfGluPho enzyme, NADPH resazurin-diaphorase fluorescence;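 active = inhibition reaching at least a set limit at 20 µM in the primary screen, cut at about 59% in these data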;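 note: 0% = DMSO wells with substrate and 100% = DMSO wells lacking glucose-6-phosphate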
SENP6 inh: inhibitors of human SENP6 protease; inhibition, % at 10 µM; actives 1.8% (n = 330,000); AID 2599; Recombinant SENP6 catalytic domain, aminoluciferin luminescence;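 active = inhibition above about 50% at the single tested dose, limit read from the data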;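 note: plate controls were DMSO wells with enzyme for no effect and DMSO wells lacking enzyme for full effect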
Target sequence (Q9GZR1 628-1112 limits assumed): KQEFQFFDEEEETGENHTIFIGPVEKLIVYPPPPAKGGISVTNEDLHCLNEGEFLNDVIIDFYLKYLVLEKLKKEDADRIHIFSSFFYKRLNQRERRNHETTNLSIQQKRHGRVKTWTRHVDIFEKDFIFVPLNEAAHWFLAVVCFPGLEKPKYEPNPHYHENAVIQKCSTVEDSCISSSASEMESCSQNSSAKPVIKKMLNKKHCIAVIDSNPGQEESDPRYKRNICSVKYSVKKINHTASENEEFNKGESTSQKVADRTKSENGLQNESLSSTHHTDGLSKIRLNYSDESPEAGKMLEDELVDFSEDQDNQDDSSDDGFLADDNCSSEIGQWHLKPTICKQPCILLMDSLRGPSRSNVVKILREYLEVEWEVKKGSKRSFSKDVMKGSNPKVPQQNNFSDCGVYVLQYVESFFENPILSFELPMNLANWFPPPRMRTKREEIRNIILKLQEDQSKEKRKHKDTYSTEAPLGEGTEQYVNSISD
SENP8 block-2: inhibitors of human SENP8 protease; inhibition, % at 20 µM; recombinant SENP8, Nedd8 substrate fluorescence; AID 602440; actives 0.64% (n = 360,000); in the data active = inhibition mostly above about 40%, no sharp cut-off; inactive = mostly below about 27%
SENP1 FRET inh: blocks the human SENP1 SUMO protease catalytic domain; actives 0.21% (n = 360,000); Q9P0U3; recombinant SENP1 catalytic domain, CyPet-SUMO1-YPet FRET cleavage; inhibition, % at 10 µM;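 active = inhibition at least 30% at 10 µM, raw YFP signal under a set limit, fluorescence ratio 0.5 to 1.5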;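 note: 0% = enzyme with DMSO and 100% = no enzyme wells; some results filed as inactive read as strong as hits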
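Test system: recombinant human SENP1 catalytic domain, His6-tagged / Medium: pH 8 Tris buffer with EDTA, NaCl, BME, BSA, NP40, catalase / Also added: SUMO1 FRET substrate flanked by Cypet and Ypet, 25 nM / Times: 50 min reaction at room temperature / Signal: FRET, CFP and YFP emission / Control set: no-enzyme low control and enzyme-plus-DMSO high control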
Apaf1 inhib: blocks human Apaf-1 apoptosome activity; actives 0.71% (n = 330,000); inhibition, % at 20 µM; O14727; AID 489030; reconstituted apoptosome caspase-3 activity, DEVD-Rh110 fluorescence; active = inhibition of at least 40% at 20 µM;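 note: plate controls were DMSO wells for no effect and DEVD-CHO caspase inhibitor wells for full effect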
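Assay system – apoptosome proteins · Medium – Hepes buffer, pH 7.5 · Also added – cytochrome c with DEVD-Rh110 · Timing – 30 min compound preincubation, 50 min activation, room temperature · Detection – Rh110 fluorescence, excitation 480 nm, emission 540 nm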
* marks the source's active call; other numbers are inactive results; nt = not tested or not shown.

No.	SMILES	NALP3 yeast inh	SENP7 inh	SENP8 block-1	HKDC1 inh	PfGluPho inh	SENP6 inh	SENP8 block-2	SENP1 FRET inh	Apaf1 inhib
1	NC(=O)c1sc2nc(-c3ccco3)ccc2c1N	25	-1	1	9	31	-24	-439	-16	-5
2	N#C/C(=C\c1cccc([N+](=O)[O-])c1)c1nnc2n1CCCCC2	4	2	5	-10	4	-6	6	1	-8
3	CCCCC1(C)OC(=O)C(=Cc2c[nH]c3ccccc23)C(=O)O1 (stereo unspecified)	4	2	3	-1	-19	6	23	-52	12
4	CCn1ncc(CN2CCN(Cc3cccc(OC)c3)C(CCO)C2)c1C (stereo unspecified)	13	-4	0	1	-17	5	13	-1	-6
5	CCOc1ccc(-c2c(C(=O)N/N=C/c3ccc(Cl)cc3)nnn2-c2nonc2N)cc1	16	5	-6	-7	12	6	-12	2	1
6	CCN(CC(=O)Nc1ccc2c(c1)OCCO2)c1nc(-c2cccnc2)nc2ccccc12	16	-8	-7	-1	-17	-20	-3	0	17
7	CCN(CC)C(=O)c1sc(NC(=O)c2c(OC)cccc2OC)c(C#N)c1C	2	3	-4	-11	-11	-8	-62	-21	2
8	O=C(/C=C/c1cccc([N+](=O)[O-])c1)OCC(=O)N1CCN(C(=O)c2ccco2)CC1	15	4	-3	-5	4	8	13	0	1
9	Cc1onc(-c2ccccc2Cl)c1C(=O)Nc1nnc(C(C)C)s1	11	9	-6	-1	-6	-2	-5	0	10
10	COCCNC(=O)CSc1ccc(-c2nc3ccccc3[nH]2)cn1	9	2	5	-1	-8	12	-474	2	-18
11	CCCCCCOc1ccc(NC(=O)CC2C(=O)N(CC)C(=S)N2Cc2ccco2)cc1 (stereo unspecified)	5	-6	-4	7	20	-13	7	1	15
12	O=C(NCc1cccnc1)c1nnc(Cc2ccc(F)cc2)o1	-3	-1	2	-5	2	-7	3	2	1
13	O=C(/C=C/c1ccccc1Cl)OCC(=O)N1CCCC1	4	-5	-16	-5	4	-20	4	3	9
14	COc1ccc(-n2ncc3c2CC(C)(C)CC3NC(=O)CCc2c(C)noc2C)cc1 (stereo unspecified)	8	-3	3	-1	9	8	1	0	-6
15	COc1cc(/C=N/NC(=O)c2ccc(N(C)S(=O)(=O)c3ccccc3)cc2)cc(OC)c1OC	9	-5	-6	-8	26	-22	-289	0	3

No new results follow: an excerpt of the list.
No.	SMILES	NALP3 yeast inh	SENP7 inh	SENP8 block-1	HKDC1 inh	PfGluPho inh	SENP6 inh	SENP8 block-2	SENP1 FRET inh	Apaf1 inhib
6	CCN(CC(=O)Nc1ccc2c(c1)OCCO2)c1nc(-c2cccnc2)nc2ccccc12	16	-8	-7	-1	-17	-20	-3	0	17
7	CCN(CC)C(=O)c1sc(NC(=O)c2c(OC)cccc2OC)c(C#N)c1C	2	3	-4	-11	-11	-8	-62	-21	2
8	O=C(/C=C/c1cccc([N+](=O)[O-])c1)OCC(=O)N1CCN(C(=O)c2ccco2)CC1	15	4	-3	-5	4	8	13	0	1
9	Cc1onc(-c2ccccc2Cl)c1C(=O)Nc1nnc(C(C)C)s1	11	9	-6	-1	-6	-2	-5	0	10
10	COCCNC(=O)CSc1ccc(-c2nc3ccccc3[nH]2)cn1	9	2	5	-1	-8	12	-474	2	-18

(listing goes on)
No.	SMILES	NALP3 yeast inh	SENP7 inh	SENP8 block-1	HKDC1 inh	PfGluPho inh	SENP6 inh	SENP8 block-2	SENP1 FRET inh	Apaf1 inhib
16	CCn1cc(C(=O)OCC(=O)Nc2ccc(S(=O)(=O)N3CCCC3)cc2)c(=O)c2ccc(C)nc21	9	4	4	-4	-2	0	15	1	12
17	CC(C)(C)c1ccc(C(=O)N2CCNCC2)cc1	1	-5	-4	1	-3	-16	7	0	-2
18	COCCNC(=O)C12CC3CC(C1)CC(c1ccccc1)(C3)C2	5	4	4	-14	-8	20	7	1	6
19	Cc1nnc(SC(C)C(=O)Nc2ccc3ccccc3c2)n1C (stereo unspecified)	6	-4	4	3	-7	-10	-1	-1	-2
20	Cc1ccc(S(=O)(=O)Nc2cccc3cccnc23)cc1	2	1	10	5	24	-2	18	-1	11
21	O=C1[C@@H](Oc2ccccc2)[C@@H](c2ccccc2)N1c1cccnc1	nt	nt	nt	0	49	nt	-11	1	nt
22	CCC(=O)N(Cc1cc(=O)[nH]c2ccccc12)c1ccccc1	-2	-6	0	-6	-2	-18	-12	2	-12
23	COc1cc2c(cc1OC)CN(C(=O)CCNS(=O)(=O)c1ccc(Br)cc1)CC2	13	-4	-14	-3	13	-30	-5	-1	3
24	O=C(NCc1ccon1)C1CCC(=O)N(CCc2ccc(Cl)cc2)C1 (stereo unspecified)	15	-7	-15	-2	-10	-8	-1	1	7
25	O=C(Cc1ccsc1)NNC(=O)c1ccc(F)cc1	6	0	8	3	1	-3	-10	-3	3
26	CC(C)Cc1nnc(NC(=O)CC(C)c2ccccc2)s1 (stereo unspecified)	-5	1	2	-8	12	-6	4	-3	2
27	COc1ccc(/C=C(\C#N)C(=O)Nc2cccc3ncccc23)cc1OC	1	-1	-6	12	24	-5	-120	-109	-1
28	O=C(Cn1cnc2c(oc3ccccc32)c1=O)N1CCCc2ccccc21	-4	-2	-9	-10	-11	-18	22	-2	5
29	CC[C@@]12C(=O)N(c3cccc(C)c3)C(=O)N1[C@H](c1ccc(OC)cc1)[C@@H]1C(=O)N(C(C)(C)C)C(=O)[C@@H]12	20	-5	-1	-5	4	-5	9	1	-1
30	O=C(Oc1ccccc1)N1CCN(c2ccc(F)cc2)CC1	21	3	-5	-3	14	-1	12	1	17
31	CN(c1ccc(F)cc1)S(=O)(=O)c1ccc(Cl)c(C(=O)NCC2(N3CCOCC3)CCCCC2)c1	nt	nt	nt	-1	6	nt	4	0	nt
32	CC(=O)N1CCN(CC(=O)Nc2c(Cl)ccc(C)c2Cl)CC1	10	1	-1	-3	-4	-5	11	2	-1
33	COc1ccc(NC(=O)/C(N=Nc2ccc(Cl)c(S(=O)(=O)Nc3ccc(Cl)cc3)c2)=C(\C)O)cc1	11	-9	-14	0	-5	-11	36	2	16
34	COCCNC(=O)Cn1nc(-c2ccccc2OC)ccc1=O	18	-1	-8	-12	9	6	8	0	-6
35	Nc1nonc1-n1nnc(C(=O)N/N=C/c2cccnc2)c1CSC1=NCCS1	11	-12	-7	-3	19	-3	20	1	0
36	COc1ccc(-c2cc(=O)oc3cc(OCc4nn[nH]n4)ccc23)cc1	-1	-9	-9	-2	-35	3	-39	-38	-7
37	O=S(=O)(c1ccc(F)cc1)N1CCC(c2nc3ccccc3[nH]2)CC1	9	4	-4	6	-7	12	9	0	8
38	Clc1ccccc1CSc1cc2c(nn1)-c1ccccc1CC2	6	3	-17	-1	8	0	9	3	22
39	O=C(C1CCN(S(=O)(=O)N2CCC3(CC2)OCCO3)CC1)N1CCCCC1	10	0	4	-5	-3	-4	16	1	4
40	CC(C)(C)n1nnnc1CN1CCN(C2CCCC2)CC1	26	6	-2	0	-17	-14	10	3	-4
41	COc1ccc(CNC(=O)CNS(=O)(=O)c2cccc(C#N)c2)cc1OC	nt	nt	nt	-4	-4	nt	19	0	nt
42	O=C(COC(=O)c1ccc(Cl)nc1)NCc1ccc(F)cc1	13	-5	4	2	-28	0	7	1	-7
43	COc1ccc(NC(=O)COC(=O)CNC(=O)COc2ccccc2)cc1OC	-6	-13	6	-6	-6	-3	-4	2	0
44	O=C1NN(c2cccc(Br)c2)C(=O)/C1=C\c1ccc(N2CCOCC2)cc1	10	-8	-7	-2	-2	-36	11	7	16
45	COc1ccc(CCNS(=O)(=O)c2ccc3c(c2)CCCC3)cc1OC	29	5	-6	-2	12	-15	14	1	21
46	N#CCC(=O)Nc1ccc(C(=O)OCC(=O)c2ccc3c(c2)NC(=O)CO3)cc1	22	-1	6	7	5	0	-39	-23	-33
47	CCCC(=O)NC(c1ccccc1)c1c(O)ccc2ccccc12 (stereo unspecified)	30	2	16	7	-3	-9	-120	1	19
48	O=C(NCCc1nnc2ccc(NCc3cccnc3)nn12)c1ccccc1F	-5	3	1	-8	1	1	8	-1	1
49	CC(C)C(O)(C#CCN1CCCCCC1)c1ccccc1 (stereo unspecified)	22	-1	-9	-6	-3	-5	-15	1	9
50	O=C(c1ccc(F)cc1)C1CCN(C(=S)Nc2ccc(F)cc2)CC1	27	-7	-2	5	22	-2	1	18	6
51	O=C(COC(=O)c1ccc(O)cc1)Nc1nccs1	18	-7	6	-10	-8	12	-6	-5	-12
52	CSCC[C@H](NC(=O)Nc1ccc(C)cc1)C(=O)O	7	3	4	-3	-15	-1	8	2	-4
53	COc1ccccc1CNC(=O)C1CCN(S(=O)(=O)c2ccc3c(c2)OCCO3)CC1	3	-5	-6	-5	-7	-28	1	2	6
54	COc1cc(C2N(c3ccc(Cl)cc3)C(=O)C3CCCN32)cc(OC)c1OC (stereo unspecified)	16	-4	1	-7	7	0	-2	-5	-7
55	NC(=S)N/N=C/c1ccc(-n2nncc2-c2ccc(Cl)cc2)cc1	22	-12	-13	8	73*	-27	-3	0	25
56	CCOc1ccc(C(=O)Nc2nccs2)cc1[N+](=O)[O-]	-2	-9	-10	-8	-6	-1	14	-1	-9
57	Nc1nc(CSc2nc3ccccc3s2)nc(Nc2ccccc2)n1	25	2	-7	nt	nt	-13	nt	nt	19
58	O=C(COC(=O)c1ccc[n+]([O-])c1)Nc1cc([N+](=O)[O-])ccc1Cl	6	4	-1	-3	6	3	-4	1	0
59	O=[N+]([O-])c1ccc2nc(-c3ccccc3)[nH]c2c1	8	85*	79*	7	68*	82*	16	2	-5
60	CC(C)N(Cc1cnn(C)c1)Cc1nc(COc2ccccc2)no1	9	-2	7	-10	-15	9	6	1	-3
61	COc1cc(NC(=O)CCc2nnc3ccc(N4CCC(C)CC4)nn23)cc(OC)c1	13	-6	6	-3	-1	-2	-18	-2	18
62	CCC(C)(C(=O)NC1CCCC1)N(C(=O)CNC(C)=O)c1ccccc1 (stereo unspecified)	2	5	5	-4	9	-9	10	2	0
63	CCN(C(=O)COc1ccccc1)c1nnc(-c2cccnc2)s1	21	-6	11	0	-3	-8	27	2	-7
64	COc1cccc(-n2nnc3c(=O)n(Cc4ccc(Br)cc4)cnc32)c1	31	5	3	-3	-3	-1	9	2	17
65	COC(=O)c1ccccc1NCCO	15	-5	3	4	6	3	-304	1	-6
66	COc1ccc(S(=O)(=O)Nc2c(C)c(C)cc3c2ncn3C)cc1	15	-5	2	-9	2	-20	14	1	2
67	O=C(Nc1ccccc1C(=O)O)c1ccc(Cl)c(S(=O)(=O)N2CCOCC2)c1	-7	2	17	0	-11	44	26	3	-2
68	S=C(NCc1ccccc1)NCc1cccc(Cl)c1	25	-1	-6	5	12	15	6	2	12
69	CC1=C(C(=O)OCc2ccccc2)C(c2ccc([N+](=O)[O-])cc2)NC(=O)N1C (stereo unspecified)	20	6	-2	-3	10	14	11	3	5
70	COc1ccccc1N1CCN(C(=O)C2CCN(C(=O)c3ccc(C(C)(C)C)cc3)CC2)CC1	-1	4	7	-1	19	-5	-11	0	14
